Assay outcomes deposited in PubChem BioAssay by National Center for Advancing Translational Sciences (NCATS).
GLP-1R inv ag = qHTS of GLP-1 Receptor Inverse Agonists (Inhibition Mode) | 1.6% of 410,000 active | HEK293 GLP-1R CRE-luciferase, luminescence, 24 h; GLP-1R form is constitutively active | AID 624417, 2012 | Glucagon-like peptide 1 receptor (Homo sapiens), P43220 | Potency, µM (highest dose often 38.3 µM), inactives show at the top dose activity change, negative = inhibition, hits mostly inhibitors; note: potency is the fitted concentration of half-maximal effect; % is set by controls: 0 for no effect and ±100 for the full control effect; nearly all actives have a fitted effect of over 55% in size
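Readout was luciferase luminescence, measured 12 min after detection reagent at room temperature. Beforehand, GLP-1R reporter HEK293 cells had sat 12 h, then received compounds for 24 hr at 37 deg C.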
PLK1 PBD inh = qHTS for Inhibitors of PLK1-PDB (polo-like kinase 1 - polo-box domain): Primary Screen; Plk1 PBD binding of FITC phosphopeptide, fluorescence polarization; AID 720504, 2013; 2.8% of 360,000 active; Potency, µM, for the others: max response, negative = inhibition, hits mostly inhibitors; note: potency is the fitted concentration of half-maximal effect; series mostly up to about 57 µM; % is set by controls: 0 for no effect and ±100 for the full control effect; nearly all actives have a fitted effect of over 65% in size
D3 antag = qHTS of D3 Dopamine Receptor Antagonist: qHTS | D(3) dopamine receptor (Homo sapiens), P35462 | D3R cells, DiscoveRx beta-arrestin luminescence, antagonist mode; active compounds read low | max response, negative = inhibition, % | 2.5% of 360,000 active; in the data active = max response below about -50%; inconclusive = no clear call, values can overlap the other calls; note: % is set by controls: 0 for no effect and ±100 for the full control effect; mostly tested at two doses, the higher about 12 µM
Target sequence (P35462 whole entry, looked up): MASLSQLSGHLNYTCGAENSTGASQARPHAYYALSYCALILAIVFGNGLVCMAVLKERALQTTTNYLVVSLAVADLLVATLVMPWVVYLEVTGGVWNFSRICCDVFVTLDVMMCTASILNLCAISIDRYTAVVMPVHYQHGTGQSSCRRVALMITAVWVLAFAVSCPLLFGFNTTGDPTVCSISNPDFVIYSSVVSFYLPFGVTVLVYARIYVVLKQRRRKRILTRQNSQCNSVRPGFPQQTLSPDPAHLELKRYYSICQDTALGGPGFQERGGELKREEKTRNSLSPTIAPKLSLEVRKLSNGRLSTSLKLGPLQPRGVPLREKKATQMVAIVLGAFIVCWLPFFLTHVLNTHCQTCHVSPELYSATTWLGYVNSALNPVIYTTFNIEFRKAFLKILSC
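Cells expressing the human receptor were seeded at 1500 cells/well, incubated overnight at 37 degrees C in 5% CO2, then exposed to library compounds with dopamine controls for 90 minutes at 37 degrees C before luminescent detection.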
HEK293 tox = qHTS of GLP-1 Receptor Inverse Agonists: Cytotox Screen; AID 624418, 2012; 0.13% of 410,000 active; Potency, µM (series often up to 38.3 µM), without a hit: at the highest dose activity change, negative = inhibition, actives largely listed as inhibitors; HEK293 cAMP-luciferase reporter cells, luminescence, 24 h;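 note: loss of luciferase light is scored as toxicity; potency is the fitted concentration of half-maximal effect; % is set by controls: 0 for no effect and ±100 for the full control effect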
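Compound-treated cells are incubated 24 hr at 37 deg C under 5% CO2 after a 12 hour attachment period, then luciferase detection reagent is added and luminescence is measured following 12 min at room temperature; lowered signal indicates toxicity.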
D3 ag = qHTS of D3 Dopamine Receptor Agonist: qHTS | D(3) dopamine receptor (Homo sapiens), P35462 | D3R DiscoveRx beta-arrestin cells, luminescence, 90 min | max activation, % | 0.58% of 410,000 active | AID 652048, 2013; in the data active = max activation above about 30%; note: 0% is about no effect; mostly tested at two doses, the higher about 12 µM
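Agonist mode: compounds and dopamine controls were applied to plated cells for 90 min at 37 degrees C after an overnight attachment at 1500 cells/well. Luminescent read-out followed 30 - 60 minutes at room temperature with DiscoveRx detection reagent.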
IL-2 act = qHTS of IL-2 Activators; IL-2 activation reporter assay, cell-based qHTS; stimulated with anti-CD3/CD4/CD28 beads; in transgenic mouse T cells; activation, % (series mostly up to about 46 µM); 0.065% of 360,000 active; AID 652025, 2013; in the data active = activation above about 50%; inconclusive = mostly about 30% to 49%; note: 0% is about no effect
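Using fluorescent plate cytometry, EGFP and DsRed are detected in transgenic mouse T cells stimulated 18 h at 37 degrees C with antibody-coated beads after 60 min compound pretreatment.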
PI5P4K alpha inh = qHTS for Inhibitors of phosphatidylinositol 5-phosphate 4-kinase (PI5P4K); Phosphatidylinositol 5-phosphate 4-kinase type-2 alpha (Homo sapiens), P48426; PI5P4Kalpha enzyme, ADP-Glo luminescence, 60 min; active compounds read low; max response, %; 1.2% of 330,000 active; active = max response of -50% or lower; inconclusive = between -30% and -50%; inactive = -30% or higher; note: value at the top dose of about 77 µM; % is set by controls: 0 for no effect and ±100 for the full control effect
Target sequence (P48426 whole entry, looked up): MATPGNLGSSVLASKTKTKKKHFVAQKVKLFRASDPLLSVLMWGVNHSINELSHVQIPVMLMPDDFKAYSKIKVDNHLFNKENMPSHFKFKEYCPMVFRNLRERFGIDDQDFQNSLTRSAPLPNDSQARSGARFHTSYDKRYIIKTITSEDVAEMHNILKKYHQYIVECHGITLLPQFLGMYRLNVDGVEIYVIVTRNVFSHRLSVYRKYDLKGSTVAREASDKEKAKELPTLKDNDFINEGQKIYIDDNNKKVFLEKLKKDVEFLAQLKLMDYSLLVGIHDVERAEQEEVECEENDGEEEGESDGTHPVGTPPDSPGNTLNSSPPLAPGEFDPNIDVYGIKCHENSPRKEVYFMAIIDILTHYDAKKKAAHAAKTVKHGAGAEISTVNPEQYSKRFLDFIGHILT
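Enzyme plus substrate dispensed, test compounds pinned in, then ATP (5 microM final) added. After 60 min at RT, ADP-Glo reagent 1 for 45 min and reagent 2 for 30 min preceded luminescence imaging.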
WRN inhibitor = qHTS for Inhibitors of WRN Helicase; WRN helicase unwinding, fluorescent forked duplex, kinetic; Potency, µM (top dose mostly 114 µM), for the others: top-dose activity change, negative = inhibition, usual class: inhibitors; 0.46% of 360,000 active; AID 651768, 2012; note: potency is the fitted concentration of half-maximal effect; % is set by controls: 0 for no effect and ±100 for the full control effect; nearly all actives have a fitted effect of over 55% in size
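Kinetic red-fluorescence monitoring (525/598 nm) tracks WRN helicase activity after 100 nM fluorophore-quencher forked duplex and 2 mM ATP are added to 20 nM enzyme pretreated 15 min at room temperature with compound.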
GLP1R ag = qHTS of GLP-1 Receptor Agonists. Glucagon-like peptide 1 receptor (Homo sapiens), P43220. HEK293 GLP-1R CRE-luciferase, luminescence, 4-6 h; cells express a hypersensitive GLP-1R form. Potency, µM (highest dose often 45.6 µM), for the others: at the top dose activation, most hits filed as activators. 0.007% of 380,000 active; note: potency is the fitted concentration of half-maximal effect; % of control where 0% means no effect
Numbers without * were called inactive; ? = inconclusive; nt = not tested or not shown; & = joins results of further samples; [ ] = remark or other dose. Unless noted, calls come from the whole dose curve; as a rule, active = well fitted curve in the direction sought with a large enough effect; inconclusive = small, poorly fitted or top-dose-only effect, or another doubt; inactive = no such curve, though single readings can be large; an effect the other way counts as inactive or inconclusive.

smiles	GLP-1R inv ag	PLK1 PBD inh	D3 antag	HEK293 tox	D3 ag	IL-2 act	PI5P4K alpha inh	WRN inhibitor	GLP1R ag
COC(=O)Cc1[nH]nc2c1C(c1c[nH]c3ccccc13)C(C#N)=C(N)O2 (stereo not given)	8%	-6%	-24	-10%	2	-1.8	-2	6%	5%
CN(Cc1ccccc1)C(=O)c1cccc(NC(=O)Cc2ccc(NC(=O)C3CCCN(C(=O)c4ccccc4)C3)cc2)c1 (stereo not given)	4%	-6%	40	1%	6	0.3	11	-4%	4%
Cc1ccc2nc(N/N=C/c3ccccc3F)nc(-c3ccccc3)c2c1	13%	0%	5	-8%	1	-0.2	3	-6%	3%
Cc1c(N(C)C(=O)C23CC4CC(CC(C4)C2)C3)c(=O)n(-c2ccccc2)n1C	1%	-1%	-12	-2%	4	-0.5	12	4%	-3%
O=C1CCC(C(=O)Nc2cccc(S(=O)(=O)Nc3ccccc3F)c2)=NN1	2%	2.4µM*	4	-9%	11	-0.7	-12	-28%	17%
COc1cc(NC(=O)C2CSC3(C)CCC(=O)N23)c(OC)cc1Cl (stereo not given)	5%	-3%	11	-5%	4	-1.7	6	14%	-2%
CCc1cccc(C)c1NC(=O)CN1C(=O)C2(SCC(=O)N2c2cc(C)cc(C)c2)c2ccccc21 (stereo not given)	-28%	nt	nt	1%	0	nt	nt	nt	-1%
COc1ccc2[nH]c(=O)c(CN(Cc3ccco3)C(=O)c3ccccc3)cc2c1	53%[activator]	-15%	-88*	2%	-8	1.2	-4	-17%	0%
COc1ccccc1OCC(O)Cn1c(=N)n(Cc2ccccc2)c2ccccc21 (stereo not given)	?	-8%	-16	?	-4	-4.4	0	2%	6%
CC(C)C(=O)N1CCC2(CC1)Oc1ccc(Cl)cc1C(=O)C21CC(c2ccc(Cl)cc2)=NO1 (stereo not given)	?	-6%	-7	3%	-6	-0.2	1	0%	-4%
CC(NCC(=O)NC(=O)NCCC1=CCCCC1)c1ccc(S(N)(=O)=O)cc1 (stereo not given)	6%	-15%	3	1%	3	0.7	-2	-6%	-3%
COc1ccc(NC(=O)c2nnn(CC(=O)Nc3cc(C)cc(C)c3)c2N)c(OC)c1	-6%	nt	nt	6%	-9	nt	nt	nt	1%
Cc1ccc(-n2cc(CN(C)Cc3nccn3C)c(-c3ccc(F)cc3)n2)cc1	?	?	11	?	-2	0.6	13	-6%	7%
CC(C)Cc1nc(S(=O)(=O)c2ccc(Cl)cc2)c(N2CCOCC2)o1	-1%	-24%	-54*	0%	3	0.7	-10	-22%	-8%
O=C(O)c1cccc(NS(=O)(=O)c2ccc3c(c2)OCCCO3)c1	5%	1%	20	6%	5	-0.1	2	-5%[57.1 µM]	0%
COC(=O)CSc1nnc(CNc2ccc(Cl)cc2)n1Cc1ccccc1	9%	-16%	-6	9%	-10	-0.8	nt	-2%	-7%
Cc1cc(NC(=O)c2ccc(C)o2)no1	27%	-11%	-4	-2%	5	0.2	-11	6%	0%
CCOC(=O)C(C(=O)OCC)C1N=C(N)N=C2Oc3ccccc3N21 (stereo not given)	34%[activator]	-1%	20	0%	5	-0.2	nt	-18%	5%
CCn1c(C)nc2cc(C(=O)NNC(=S)Nc3ccc(OC)cc3)ccc21	34%[activator][7.66 µM]	-22%	?	-1%[7.66 µM]	1	1.8	0	-14%	5%
c1cc2c(c(NCc3ccncc3)c1)CCCC2	-21%	-26%	33	-4%	1	-4.4	-6	4%	-2%

Retrieved by compound from above:
smiles	GLP-1R inv ag	PLK1 PBD inh	D3 antag	HEK293 tox	D3 ag	IL-2 act	PI5P4K alpha inh	WRN inhibitor	GLP1R ag
Cc1c(N(C)C(=O)C23CC4CC(CC(C4)C2)C3)c(=O)n(-c2ccccc2)n1C	1%	-1%	-12	-2%	4	-0.5	12	4%	-3%
Cc1ccc(-n2cc(CN(C)Cc3nccn3C)c(-c3ccc(F)cc3)n2)cc1	?	?	11	?	-2	0.6	13	-6%	7%

The results go on:
smiles	GLP-1R inv ag	PLK1 PBD inh	D3 antag	HEK293 tox	D3 ag	IL-2 act	PI5P4K alpha inh	WRN inhibitor	GLP1R ag
O=C1OC(OC2CCCCC2)(c2ccccc2)c2ccccc21 (stereo not given)	?	-7%	11	7%	-6	-2.2	nt	-3%	-3%
CCCCC(=O)N/N=C/c1ccc(N2CCOCC2)c([N+](=O)[O-])c1	21%	-3%	0	?	3	-0.9	7	-20%[57.1 µM]	2%
O=C(NCC(=O)N1CCN(Cc2ccccc2)CC1)c1ccc(Cl)cc1	?	-6%	5	?	0	-4.4	-1	-13%	-1%
CCC(C)C(NS(=O)(=O)c1ccc(C)cc1)C(=O)N1CCOCCOCCOCC1 (stereo not given)	-2%	1%	8	-3%	0	0.7	-1	6%	4%
O=C(Nc1ccc(Br)c(C(F)(F)F)c1)c1ccc(C(F)(F)F)cc1	?	-21%	0	-22%	-15	-4.5	-3	-8%	-1%
CCOCCCNC(=O)C1CC(=O)N(C2CCCC2)C1 (stereo not given)	3%	-2%	18	-8%	0	2.3	nt	-8%	-2%
O=C(O)CCCC(=O)Nc1ccc(Cl)c(Cl)c1	6%	-6%	29	-12%	-14	-0.3	-1	-2%	6%
O=C(CN(Cc1ccco1)C(=O)c1nsc(Cl)c1Cl)NC1CCCCC1	-20%	0%	-15	-15%	0	0.1	-3	2%	4%
COc1cccc(C2=NO[C@@H]3C(=O)N(Cc4ccccc4)C(=O)[C@H]23)c1OC	8%	-10%	16	0%	10	-1.3	0	-5%	-8%
CC(OC(=O)c1cccc(S(=O)(=O)N2CCCC2)c1)C(=O)NC1CCCCC1C (stereo not given)	-19%	0%	11	11%	4	1.1	-1	-11%	1%
Nn1cnc2scc(-c3ccco3)c2c1=O	11%	-16%	-8	1%	3	-0.3	-10	-15%	12%
COc1ncnc2c1ncn2CCCNCc1ccccn1	17%	-10%	0	2%	-4	1.8	3	-5%	9%
CN(C)S(=O)(=O)c1ccc(C(=O)NCC(=O)Nc2ccc(F)c(F)c2)cc1	4%	-1%	6	4%	2	-3.2	4	-6%[57.1 µM]	10%
COc1cccc(C2c3[nH]c4ccccc4c3C[C@H]3C(=O)N(CCCO)CC(=O)N23)c1OC (stereo not given in full)	0%	-9%	22	-16%	-2	-0.6	-2	-3%	12%
Cc1ccc(NC(=S)Nc2ccc(C(C)C)cc2)cc1S(=O)(=O)N1CCCCCC1	?	?	-1	?	3	-1.1	-7	-14%	-13%
CCOc1ccccc1-n1ccn(CC(=O)Nc2ccc(Br)cc2F)c(=O)c1=O	?	-9%	-16	6%	-18	1.0	-4	11%	-21%
NS(=O)(=O)c1ccc(CCNC(=O)c2cc(-c3cc(Cl)ccc3O)n[nH]2)cc1	?	-2%	3	?	-2	-0.3	-4	-9%	7%
CCN(CC)CCOC(=O)c1ccc(NC(=O)C2(c3ccccc3)CCCC2)cc1	?	-9%	?	15%	-1	-2.5	0	-1%	-2%
CN(Cc1ccc(F)cc1)C(=O)c1cccc(S(=O)(=O)NCc2ccccc2)c1	?	-1%	3	-15%	-3	0.6	0	-5%	23%
O=C(NNc1ccc(Cl)cc1)c1sccc1Cl	?	27µM*	0	-29%	6	1.4	-1	8%	-5%
CC(C)(C)C(=O)NC1=NN(c2c(Cl)cc(Cl)cc2Cl)C(=O)C1	-21%	-15%	-59*	3%	-4	-1.4	0	5%	-2%
COc1cc(/C=N/NS(=O)(=O)c2ccc(Br)cc2)ccc1O	124%[activator]	-14%	-1	-9%	-5	-3.8	-1	-6%	7%
COc1ccc(CCN2CCCn3c2nc2c3c(=O)n(CC(N)=O)c(=O)n2C)cc1OC	9%	5%	7	-3%	1	-5.1	-8	5%	-1%
O=C(COC(=O)Cc1c(F)cccc1Cl)Nc1ccc2[nH]c(=O)[nH]c2c1	3%	-17%	-8	2%	0	0.0	?	-20%	15%
CCn1ncc2c1C(=O)NC1c3ccccc3C(=O)N21 (stereo not given)	138%[activator]	0%	13	-11%	4	-3.4	nt	7%	2%
COc1ccc(/C(C)=N/NC(=O)c2nnn(-c3nonc3N)c2-c2ccccc2)cc1	0%	-5%	1	-20%	4	0.3	1	-29%	4%
O=C(NCCN1C(=O)S/C(=C\c2cccc(Cl)c2Cl)C1=O)C1=COCCO1	?	?	-14	-8%	-1	-0.7	-9	-23%	2%
CCOc1ccccc1NC(=O)NC(C)c1ccncc1 (stereo not given)	16%	-8%	-7	11%	-1	-2.9	2	0%	1%
COC(=O)c1cc(OC)cc(O)c1C(=O)c1c(O)cc(C)cc1O	25%	-5%	12	6%	1	2.4	?	-3%	5%
Cc1ccc(CN2C(=O)c3ccccc3Sc3ccc(C(=O)NCCCN4CCOCC4)cc32)cc1	?	-4%	0	?	-18&-8	0.7	10	-4%	-5%
